Assay outcomes as filed in PubChem.
CHO-K1 Ca PAM: nonselective activator or artifact in parental CHO-K1 calcium assay | ATP EC20, Fluo-8 calcium fluorescence; 0% at ATP EC20, 100% at ATP max | activation, % at 3 µM | 360,000 compounds, 0.02% hits;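 active = activation above the run cutoff, the mean activation of all test compounds plus 3 SD, cut at about 40% in these data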;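 also: peak over basal fluorescence ratio in a 140 s read after ATP addition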
CHRM5 antagonist: CHRM5 antagonism in calcium assay; AID 624040; CHO-hM5 cells, Fluo-8 calcium fluorescence, ACh EC80; 360,000 compounds, 0.59% hits; inhibition, % at 3 µM;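 active = inhibition above a per-plate cutoff, the mean of that plate's test compounds plus 3 SD, cut at about 27% in these data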;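 also: 0% = acetylcholine EC80 with DMSO and 100% = DMSO without agonist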
Target sequence (P08912 whole entry, looked up): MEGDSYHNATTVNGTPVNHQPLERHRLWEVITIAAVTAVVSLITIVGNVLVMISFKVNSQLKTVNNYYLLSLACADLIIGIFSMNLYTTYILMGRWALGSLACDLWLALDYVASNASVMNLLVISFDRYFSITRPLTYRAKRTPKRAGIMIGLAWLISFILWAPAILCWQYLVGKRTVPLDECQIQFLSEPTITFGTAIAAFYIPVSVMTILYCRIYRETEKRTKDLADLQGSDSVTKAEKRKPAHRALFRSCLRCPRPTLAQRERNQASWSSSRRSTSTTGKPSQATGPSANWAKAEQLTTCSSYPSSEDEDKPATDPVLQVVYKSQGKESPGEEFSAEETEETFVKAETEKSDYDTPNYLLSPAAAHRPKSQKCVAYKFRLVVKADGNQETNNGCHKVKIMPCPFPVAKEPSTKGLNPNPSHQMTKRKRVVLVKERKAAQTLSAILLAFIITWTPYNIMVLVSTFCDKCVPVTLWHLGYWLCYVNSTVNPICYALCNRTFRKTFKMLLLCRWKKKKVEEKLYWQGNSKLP
M4 ag: agonists of human muscarinic M4 receptor (CHRM4); P08173; CHO-K1 hM4/Gqi5, Fluo-8 calcium fluorescence; vehicle 0%, full acetylcholine response 100%; activation, % at 3 µM; 360,000 compounds, 0.14% hits;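 active = activation above the run mean over all test wells plus 3 SD, cut at about 32% in these data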;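 also: peak over basal fluorescence ratio per well then scaled between controls; 0% = DMSO wells and 100% = acetylcholine at EC100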
Target sequence (P08173 whole entry, looked up): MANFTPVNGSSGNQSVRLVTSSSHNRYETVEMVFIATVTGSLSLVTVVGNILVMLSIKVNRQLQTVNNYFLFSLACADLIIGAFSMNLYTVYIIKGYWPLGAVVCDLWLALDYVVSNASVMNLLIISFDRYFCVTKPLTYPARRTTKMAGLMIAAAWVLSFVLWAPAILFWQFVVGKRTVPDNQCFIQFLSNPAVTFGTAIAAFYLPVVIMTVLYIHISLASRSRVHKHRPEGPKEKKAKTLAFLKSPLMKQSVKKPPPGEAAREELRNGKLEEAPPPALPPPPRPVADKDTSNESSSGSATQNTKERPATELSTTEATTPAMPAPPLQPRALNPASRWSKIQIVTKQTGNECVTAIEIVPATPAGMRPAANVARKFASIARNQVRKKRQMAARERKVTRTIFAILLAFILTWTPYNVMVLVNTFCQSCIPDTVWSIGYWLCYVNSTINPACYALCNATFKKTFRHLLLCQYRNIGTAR
M5 ag: CHRM5 agonism in calcium assay; P08912; CHO-K1 hM5 cells, Fluo-8 calcium fluorescence; 0% DMSO wells, 100% maximal acetylcholine response; activation, % at 3 µM; 360,000 compounds, 0.19% hits;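 active = activation above the run's mean over test compounds plus 3 SD, cut at about 23% in these data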;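 also: signal is peak over basal fluorescence ratio across the kinetic read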
CHRM4 PAM: positive allosteric modulators of human muscarinic M4 receptor. P08173. CHO-K1 hM4/Gqi5, Fluo-8 calcium fluorescence, ACh EC20; 0% = ACh EC20, 100% = maximal ACh. activation, % at 3 µM. 360,000 compounds, 0.4% hits. AID 624126;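 active = activation above its plate's cutoff, the mean activation of sample wells plus 3 SD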; also: some results filed as inactive read as strong as hits
CHO-K1 Ca antag: nonselective inhibitor or artifact in parental CHO-K1 cells; AID 602250; inhibition, % at 3 µM; 360,000 compounds, 0.6% hits; ATP-induced calcium, Fluo-8 fluorescence;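 active = inhibition above a per-plate cutoff, the plate's mean sample inhibition plus 3 SD, cut at about 24% in these data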;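 also: 0% = DMSO plus EC80 ATP and 100% = DMSO alone without ATP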
M1 ag parental: M1 agonist counterscreen hit in parental CHO-K1 cells. 360,000 compounds, 0.48% hits. Fluo-8 calcium fluorescence; scaled to maximal ATP response, vehicle zero. AID 602248. activation, % at 3 µM; in the data active = activation above about 15%;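 also: untransfected CHO-K1 host cells lacking M1 receptor as counterscreen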
CHRM5 PAM: positive allosteric modulators of human muscarinic M5 receptor. P08912. CHO-K1 hM5, Fluo-8 calcium, ACh EC20 PAM; 0% = ACh EC20, 100% = ACh EC100. activation, % at 3 µM. 360,000 compounds, 0.3% hits;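 active = activation above the run cutoff, the mean activation of all test compounds plus 3 SD, cut at about 18% in these data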
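Probe or stimulus: acetylcholine, EC20 level; Assay system: human M5 receptor in CHO-K1 cells; Schedule: compound preincubation 140 s before EC20 acetylcholine addition; Technique: intracellular calcium via Fluo-8 fluorescence; Dosing: single-point, 3 µM nominal; Read-out basis: percent activation from peak-over-basal fluorescence ratio, scaled EC20-to-EC100 acetylcholine; Repeats: one well per compound, no replicates.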
M4 antag: CHRM4 antagonism in calcium assay. P08173. CHO-hM4 cells, ACh EC80, Fluo-8 calcium fluorescence. inhibition, % at 3 µM. 360,000 compounds, 0.73% hits. AID 624125;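 active = inhibition above its plate's cutoff, the mean inhibition of sample wells plus 3 SD, cut at about 27% in these data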;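 also: 0% = acetylcholine EC80 with DMSO and 100% = DMSO without agonist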
* = called active by the depositor.

A first look, four compounds:
SMILES	CHO-K1 Ca PAM	CHRM5 antagonist	M4 ag	M5 ag	CHRM4 PAM	CHO-K1 Ca antag	M1 ag parental	CHRM5 PAM	M4 antag
Cc1ccc(S(=O)(=O)Cn2nnnc2C(c2ccccc2)N2CCN(c3ncccn3)CC2)cc1 (stereo unspecified)	10	7	2	-10	-4	1	1.0	-14	0
O=S(=O)(NCc1csc(-c2cccs2)n1)c1ccccc1	11	20	16	3	-43	-3	6.6	-27	7
Cn1cnnc1SC(C(=O)Nc1cc(Cl)cc(Cl)c1)c1ccccc1 (stereo unspecified)	9	-5	1	1	-5	-15	0.2	-1	-9
CCN(CC(=O)NCc1ccc(F)cc1)CC(=O)Nc1ccc(S(=O)(=O)N2CCCC2)cc1	-6	20	1	-1	-7	2	1.2	-3	7

Main list, repeating the preview:
SMILES	CHO-K1 Ca PAM	CHRM5 antagonist	M4 ag	M5 ag	CHRM4 PAM	CHO-K1 Ca antag	M1 ag parental	CHRM5 PAM	M4 antag
Cc1ccc(S(=O)(=O)Cn2nnnc2C(c2ccccc2)N2CCN(c3ncccn3)CC2)cc1 (stereo unspecified)	10	7	2	-10	-4	1	1.0	-14	0
O=S(=O)(NCc1csc(-c2cccs2)n1)c1ccccc1	11	20	16	3	-43	-3	6.6	-27	7
Cn1cnnc1SC(C(=O)Nc1cc(Cl)cc(Cl)c1)c1ccccc1 (stereo unspecified)	9	-5	1	1	-5	-15	0.2	-1	-9
CCN(CC(=O)NCc1ccc(F)cc1)CC(=O)Nc1ccc(S(=O)(=O)N2CCCC2)cc1	-6	20	1	-1	-7	2	1.2	-3	7
COc1ccccc1OCCNC(=O)CSC(=S)N1CCCC1	11	-5	1	-2	10	-6	1.1	8	-8
O=C(CNC(=O)c1ccco1)Nc1ccc(F)cc1	5	7	1	-1	4	-18	1.3	4	-7
CCOC(=O)c1c(C)[nH]c(C)c1C(=O)COC(=O)CCc1ccccc1	14	-6	2	-2	1	-20	0.7	5	-1
CC(=O)C1=C(C)NC(SCC(=O)c2ccccc2)=C(C#N)C1CC(C)C (stereo unspecified)	9	0	1	-3	-6	-6	0.6	-6	2
CN(C(N)=S)c1ccccc1	-5	-6	0	0	18	5	0.2	0	-2
Cc1noc(C)c1NC(=O)Nc1ccc2c(c1)C(=O)N([C@H](C)CO)C[C@H](C)[C@@H](CN(C)S(=O)(=O)c1ccc(Cl)cc1)OCCCC[C@@H](C)O2	11	-6	0	1	8	-8	1.2	4	-10
CC1CCC(NC(=O)c2ccc(COc3ccccc3)o2)CC1 (stereo unspecified)	8	-4	2	-6	2	-22	0.4	-2	-16
CC(C)(C)c1ccc(-n2ncc3c2CCCC3NC(=O)CCN2CCCO2)cc1 (stereo unspecified)	-8	-8	6	4	-2	-9	7.9	-5	-12
CS(=O)(=O)C1=C(O)C(=O)N(CCCC(=O)O)C1c1ccccc1F (stereo unspecified)	3	6	0	4	24	10	0.1	8	-1
CCOC(=O)C1(Cc2cccc(OC)c2)CCN(Cc2ccccc2)CC1	9	2	6	-6	-6	-3	3.4	-9	-7
O=C(CSc1nc2ccccc2c(=O)n1CC1CCCO1)N1CCN(c2ccccc2)CC1 (stereo unspecified)	-3	0	5	3	-7	-6	0.5	0	3
COc1ccc2nc(N(CCN(C)C)C(=O)c3ccc4ncsc4c3)sc2c1	-13	6	1	0	2	9	-0.3	-3	0
CCCNC(=O)C1(C)CCCN(C(=O)C2(c3ccc(Cl)cc3)CCCC2)C1 (stereo unspecified)	15	10	0	-1	-1	-12	0.7	2	3
CCc1ccc(N(C2C=CS(=O)(=O)C2)S(=O)(=O)c2ccccc2)cc1 (stereo unspecified)	27	-8	0	-6	2	-17	-0.2	8	-3
COc1ccc(CC(=O)N/N=C/c2ccc(-c3cccc(C(=O)O)c3)o2)cc1OC	19	1	-2	4	5	-10	0.6	3	-4
O=C(NCc1ccccn1)Nc1cccc(F)c1	-3	4	1	0	2	-2	0.7	-8	-4
O=C(Nc1cccnc1Cl)c1cc([N+](=O)[O-])ccc1Cl	14	5	1	-2	4	-12	1.0	1	4
COc1ccc(COc2cccc3ccc(C)nc23)cc1F	4	0	9	2	1	-10	4.2	-5	-4
COc1ccc(-c2cc(CCCC(=O)NCCc3ccccc3)no2)cc1	3	-6	4	0	-7	-4	2.9	4	-6
O=C(CC1Oc2ccc(Cl)cc2NC1=O)NC1CCCCCC1 (stereo unspecified)	15	-3	2	0	4	-2	-0.2	5	-9
Cc1ccc(OCCCN2C(=O)C(=O)c3cccc(C)c32)cc1	21	1	6	14	-6	-8	1.3	2	-8
Cc1csc(NC(=O)CSc2nnc(NC(=O)COc3ccccc3)s2)n1	20	-1	1	1	1	-3	0.3	-4	-5
COc1ccc(CCNc2ncnc3c2nnn3Cc2ccccc2)cc1OC	-4	4	8	4	-8	5	2.6	-9	3
CCN(C(=O)c1cccc(F)c1)c1ccccc1C	16	-4	0	-2	13	-3	0.3	2	7
Cc1csc(NC(=O)[C@@H](NC(=O)c2ccccc2)C(C)C)n1	1	-4	1	0	-2	-2	0.8	-5	0
CCN(CC(=O)NCCCN1CCOCC1)S(=O)(=O)c1ccc(Cl)cc1	8	10	1	-3	12	-3	0.5	1	-11
O=C(N/N=C/c1ccccn1)c1ccc(N/N=C/c2ccccn2)cc1	5	-2	1	-2	9	-6	-0.5	4	-4
COc1ccccc1-c1ccc2c(c1)C(C)(Cc1ccccc1C#N)C(=O)N2 (stereo unspecified)	-12	7	1	-2	-5	15	-0.6	-4	-1
C=CCn1c(=O)c(C(=O)Nc2cc(C)ccn2)c(O)c2ccccc21	-3	14	0	0	-2	1	0.1	-3	-12
C=C(C1=CCN(S(=O)C(C)(C)C)[C@H]1CCO)c1ccccc1 (stereo partly specified)	-8	4	0	-1	9	-1	0.6	2	-5
CN(C)CCN1CCN(C2CN(Cc3ccccc3)S(=O)(=O)C2)CC1 (stereo unspecified)	3	-14	1	1	0	3	0.2	5	-7
Cc1cc(C)c(OCC(=O)Nc2cc(C(=O)O)cc(C(=O)O)c2)cc1C	-7	4	2	-2	3	-14	0.3	7	-3
NS(=O)(=O)c1ccc(CCNC(=O)c2ccc3nccnc3c2)cc1	18	9	1	5	3	1	0.2	8	-8
O=C(OCc1ccccc1)N1CCC2CC1c1ccc(Cl)cc12 (stereo unspecified)	1	-1	-2	1	1	-2	-0.3	-5	-16
CC(=O)c1cccc(CN2CCC(n3nccc3NC(=O)CCc3ccccc3)CC2)c1	8	-2	2	-6	-2	-7	1.9	5	-1
Cc1nn(Cc2ccccc2)c(C)c1CNC(=O)c1ccc(F)c(S(=O)(=O)N2CCOCC2)c1	-7	6	3	-7	7	-8	1.6	2	-8
COc1ccc(CC(NC(C)=O)C(=O)NC2CCN(C(=O)C3CCCCC3)CC2)cc1OC (stereo unspecified)	16	-4	1	1	2	-9	1.1	4	-2
C[C@@H]1C(=O)O[C@@H]2CC34[C@H]5C[C@@H](C(C)(C)C)C36[C@H](OC(=O)[C@@H]6O)OC4(C(=O)O5)[C@@]12O (stereo partly specified)	-20	17	2	4	11	-1	-0.2	0	-3
CN1CCc2c(sc(NC(=O)c3ccc4ccccc4c3)c2C(N)=O)C1	5	-8	6	-2	7	1	1.0	6	-12
O=C(C[C@H]1C(=O)N(c2ccc(F)c(F)c2)C[C@@H]1Cc1ccccc1)Nc1ccccc1	9	14	5	-7	-9	8	0.4	-12	7
O=C(CSC(=S)N1CCCC1)N/N=C/c1c(O)[nH]c(=S)[nH]c1=O	-3	7	4	-2	-5	-7	0.8	-7	4
c1ccc(CN2CCC(N3CCN(Cc4ccc5c(c4)OCO5)CC3)CC2)cc1	11	8	3	-14	-33	-10	3.8	-6	14
Cc1ccc(N2CC(C(=O)Nc3nnc(SCCC4OCCO4)s3)CC2=O)cc1C (stereo unspecified)	-21	-3	4	0	10	10	0.4	6	-4
C#CCOCCOCCOCCNc1nc(N2CCN(C(=O)CCCCCCCCCCNC(=O)Cn3cc(C[C@@H](C)O)nn3)CC2)nc(N2CCN(C(=O)CCCCCCCCCCNC(=O)[C@@H]([C@H](C)O)n3cc(C)nn3)CC2)n1	-15	12	1	-4	7	0	-0.1	4	-11
Cc1ccccc1-n1nc2c(c1NC(=O)COc1ccc(Cl)cc1)CS(=O)C2 (stereo unspecified)	9	0	3	0	3	5	3.6	-2	-5
N#C/C(=C/c1ccc(OC(=O)c2ccc(Br)s2)cc1)c1nc2ccccc2[nH]1	18	-5	1	8	3	-11	1.7	3	-12

The list goes on.
SMILES	CHO-K1 Ca PAM	CHRM5 antagonist	M4 ag	M5 ag	CHRM4 PAM	CHO-K1 Ca antag	M1 ag parental	CHRM5 PAM	M4 antag
COc1ccc(CNC(=O)c2ccc3c(c2)NC(=O)C(C)S3)cc1 (stereo unspecified)	-5	6	4	-2	0	-4	2.5	-2	11
O=c1oc2ccccc2c(O)c1/C=N/c1ccccn1	22	-2	0	-3	5	-6	1.0	-1	8
C/C(=N/Oc1nc(C)cc(C)n1)c1ccc(F)cc1	16	1	-1	0	7	6	0.5	0	12
CCCCN1CC[C@H]2C=CC[C@@H](C(=O)N3CCN(c4ccccc4)CC3)[C@H]2C1=O	16	3	2	3	7	-5	-0.7	-2	2
Cc1ccc(N2CCOCC2)c2c1C(=O)c1ccccc1C2=O	26	9	1	-2	0	-5	-0.5	3	6
O=C(O)c1ccc(NC(=S)Nc2ccccc2)cc1	28	12	2	0	10	-19	1.9	-8	1
CNc1n[nH]c(=S)s1	9	-2	0	4	-3	-10	0.0	0	-9
COc1cc(OC)c(C2NC(=O)CCC2[N+](=O)[O-])cc1OC (stereo unspecified)	17	9	0	-2	9	-12	0.9	-2	-1
COc1cc(-n2c(=O)c3ccccc3n(Cc3cccc(C)c3)c2=O)cc(OC)c1OC	24	8	1	-4	16	-26	0.5	0	1
CC(C)Cc1ccc(C(C)C(=O)Nc2ncccn2)cc1 (stereo unspecified)	14	-16	10	4	6	-8	4.1	-4	-19
COc1ccc(OC)c(-c2nnc(NC(=O)C(C)Sc3nncn3C)s2)c1 (stereo unspecified)	17	2	5	2	-6	-5	1.4	-14	-5
CCC1C(=O)NCCN1C(=O)c1cc(COc2cc(C)ccc2C)on1 (stereo unspecified)	-6	10	6	-4	-2	4	5.4	-8	-2
CCN(CC)c1ccc(NC(=O)c2ccccc2F)cc1S(=O)(=O)Nc1ccccc1OC	-6	-12	0	-2	-4	0	-0.2	3	-6
OCc1nnn(-c2cccc(C(F)(F)F)c2)c1CO	12	-3	0	-6	4	-12	0.8	3	0
COc1ccc(CCNC(=O)COc2ccc(-c3ccccc3)cc2)cc1OC	-8	9	2	1	2	14	0.1	-1	-3
COc1ccccc1N(CC(=O)NCCSCc1cccc(C)c1)S(=O)(=O)c1ccccc1	-7	6	9	-4	-12	12	3.0	-20	14
COc1ccc(C2NC(=O)NC(O)(C(F)(F)F)C2C(=O)c2ccccc2)cc1OC (stereo unspecified)	4	-7	0	2	7	-27	0.3	0	-3
COc1ccc(S(=O)Cc2ccc(C(=O)N3CCN(C(=O)c4ccco4)CC3)o2)cc1 (stereo unspecified)	0	13	3	-5	0	-16	2.2	-3	14
O=C(CCN1C(=O)/C(=C/c2cccs2)SC1=S)Nc1ccccn1	12	12	11	4	-4	-10	4.8	-10	0

Not a hit list (roughly 2.7% active in at least one column).
